Screening data: PubChem BioAssay, The Scripps Research Institute Molecular Screening Center
CHO parental Ca = counter-screen for OX1R antagonists: effect in parental CHO cells | parental CHO-K1, ATP-induced calcium, Fluo-8 fluorescence | inhibition, % at 5.6 µM | hit rate 0.63% among 330,000;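 active means inhibition above that plate's mean sample inhibition plus 3 SD, cut at about 26% in these data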;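 further: 0% = ATP-challenged DMSO wells and 100% = DMSO wells without ATP; some compounds past the cut are filed as inactive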
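Assay system: untransfected parental CHO cell line. Also added: ATP agonist challenge. Dosing: one dose, 5.6 µM nominal. Measured by: Fluo-8 fluorescence. Read-out: % inhibition. Benchmarks: ATP wells versus no-ATP DMSO wells. Repeats: no replicates.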
CHO-K1 Ca PAM = M1 PAM counterscreen hit in parental CHO-K1 cells. ATP EC20, Fluo-8 calcium fluorescence; 0% at ATP EC20, 100% at ATP max. activation, % at 3 µM. hit rate 0.02% among 360,000;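 active means activation above the run cutoff, the mean activation of all test compounds plus 3 SD, cut at about 40% in these data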;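 further: peak over basal fluorescence ratio in a 140 s read after ATP addition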
TAAR1 antag = antagonists of human TAAR1; inhibition, % at 3 µM; CHO RD-HGA16 TAAR1, Fluo-8 calcium fluorescence, antagonist; Q96RJ0; hit rate 1.5% among 360,000; AID 624466;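 active means inhibition above a per-plate cutoff, the mean inhibition of test compounds on that plate plus 3 SD, cut at about 49% in these data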;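 further: 0% = DMSO plus EC80 beta-PEA response and 100% = DMSO alone without agonist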
Target sequence (Q96RJ0 whole entry, looked up): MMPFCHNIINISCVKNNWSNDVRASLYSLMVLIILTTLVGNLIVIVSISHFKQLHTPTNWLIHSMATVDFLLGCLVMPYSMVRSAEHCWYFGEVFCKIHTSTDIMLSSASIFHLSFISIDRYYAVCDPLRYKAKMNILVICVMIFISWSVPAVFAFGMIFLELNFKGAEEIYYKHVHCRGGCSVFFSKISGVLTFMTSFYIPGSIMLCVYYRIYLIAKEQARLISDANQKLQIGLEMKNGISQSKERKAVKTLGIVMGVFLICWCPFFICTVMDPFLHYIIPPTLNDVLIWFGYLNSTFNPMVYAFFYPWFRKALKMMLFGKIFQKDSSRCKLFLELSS
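Assay system: RD-HGA16 CHO cells with stable hTAAR1 and Gα16 / Reagent: EC80 β-phenethylamine stimulus / Doses: 3 µM, single point / Timing: dye loading 75 min at 37 °C, then 30 min room temperature / Measured by: Fluo-8 intracellular calcium dye fluorescence, real-time kinetic reads / Controls: vehicle wells and EC80 agonist wells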
CHRM1 agonist = agonists of human M1 muscarinic receptor | activation, % at 3 µM | hit rate 0.33% among 360,000 | CHO-K1 hM1, Fluo-8 calcium fluorescence, agonist mode; 0% DMSO, 100% acetylcholine EC100;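 active means activation above the run's mean compound activation plus 3 SD, cut at about 16% in these data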;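 further: peak over basal fluorescence ratio within a 140 s kinetic read after compound addition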
Target sequence (P11229 whole entry, looked up): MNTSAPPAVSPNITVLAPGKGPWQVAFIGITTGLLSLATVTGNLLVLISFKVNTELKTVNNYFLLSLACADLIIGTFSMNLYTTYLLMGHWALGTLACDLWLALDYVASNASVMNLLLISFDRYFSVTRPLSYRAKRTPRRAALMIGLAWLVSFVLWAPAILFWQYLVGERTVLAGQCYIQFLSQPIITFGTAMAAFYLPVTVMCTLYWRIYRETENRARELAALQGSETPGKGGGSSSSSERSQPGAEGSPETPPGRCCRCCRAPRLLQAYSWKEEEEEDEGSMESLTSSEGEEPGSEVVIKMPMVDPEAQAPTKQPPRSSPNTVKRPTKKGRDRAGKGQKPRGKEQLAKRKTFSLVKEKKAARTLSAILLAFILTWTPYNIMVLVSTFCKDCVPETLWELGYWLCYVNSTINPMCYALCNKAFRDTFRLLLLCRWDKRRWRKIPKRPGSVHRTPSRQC
M1 ag parental = nonselective activator or artifact in parental CHO-K1 cells; Fluo-8 calcium fluorescence; scaled to maximal ATP response, vehicle zero; activation, % at 3 µM; hit rate 0.48% among 360,000; AID 602248; in the data active means activation above about 15%;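 further: untransfected CHO-K1 host cells lacking M1 receptor as counterscreen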
TAAR1 ag = human TAAR1 agonism; Q96RJ0; CHO RD-HGA16 TAAR1, Fluo-8 calcium fluorescence; vehicle wells 0%, saturating PEA agonist 100%; activation, % at 3 µM; hit rate 0.99% among 360,000; AID 624467;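 active means activation above the mean activation of all test compounds in the run plus 3 SD, cut at about 38% in these data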
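System: CHO-derived RD-HGA16 cells with stable Gα16 and human TAAR1. Times: 17-24 h plating, Fluo-8 75 min 37 °C, 30 min RT. Measured by: calcium-sensitive Fluo-8 signal, excitation 470-495, emission 515-575 nm. Read-out basis: % activation relative to PEA EC100 response. Control set: DMSO and PEA EC100. Repeats: no replicates (n 1).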
M1 antag = human CHRM1 antagonism | P11229 | CHO-K1 hM1, Fluo-8 calcium fluorescence, ACh EC80 antagonist | inhibition, % at 3 µM | hit rate 1.3% among 360,000 | AID 588852;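 active means percent inhibition above its own plate's cutoff, namely the mean of that plate's compound wells plus 3 SD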;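 further: peak over basal fluorescence ratio during 140 s after agonist addition; 0% = ACh EC80 plus DMSO and 100% = DMSO alone without agonist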
CHO-K1 Ca antag = counter-screen for M1 antagonists: effect in parental CHO-K1 cells; hit rate 0.6% among 360,000; AID 602250; inhibition, % at 3 µM; ATP-induced calcium, Fluo-8 fluorescence;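 active means inhibition above a per-plate cutoff, the plate's mean sample inhibition plus 3 SD, cut at about 24% in these data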;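 further: 0% = DMSO plus EC80 ATP and 100% = DMSO alone without ATP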
M1 PAM = potentiates human M1 receptor response to acetylcholine. activation, % at 3 µM. hit rate 0.088% among 360,000. AID 588819. CHO-K1 hM1, Fluo-8 calcium fluorescence, ACh EC20; 0% = ACh EC20, 100% = maximal ACh; in the data active means activation above about 19%, passing the limit was not always enough
Active calls of the source: *; . = not tested or not shown.

Each structure is followed by: CHO parental Ca	CHO-K1 Ca PAM	TAAR1 antag	CHRM1 agonist	M1 ag parental	TAAR1 ag	M1 antag	CHO-K1 Ca antag	M1 PAM
CCOC(=O)C1CCN(c2cc(=O)n(Cc3ccc(F)cc3)c(=O)[nH]2)CC1
→ -4	8	-15	-1	0.1	4	-5	4	-5
[O-][n+]1c2c(c3c4non(O)c4ccc31)CCCC2
→ 6	5	3	0	13	15	2	-1	-10
COC(=O)c1cccc(NC(=O)c2cccc(OC)c2)c1
→ -3	-6	-2	-2	0.5	9	4	9	-10
O=C(/C=C/c1cccc([N+](=O)[O-])c1)N1CCN(c2ccccn2)CC1
→ -6	6	-10	-4	1.2	4	1	-3	-1
O=C(COc1ccccc1)NC(=S)N1CCc2ccccc21
→ -19	-14	-12	-4	-0.2	0	11	24*	-7
CC(=O)NC1=NN(C(C)=O)C(c2ccccc2)S1 (stereo not given)
→ -5	-15	-14	-2	-0.8	6	6	19	0
CC(Oc1cccc(Cl)c1)C(=O)Nc1ccc(S(=O)(=O)Nc2ncccn2)cc1 (stereo not given)
→ 7	10	-3	-6	1.5	5	-13	-5	10
O=C(O)Cn1nnc(-c2ccccc2)c1COc1ccccc1
→ .	16	-18	-3	1.5	3	-11	-13	9
CC(=O)C1=C(C)NC(=O)CC1c1ccc(Br)cc1 (stereo not given)
→ -10	16	3	-3	1.2	0	-1	-1	0
O=C(Nc1ccc(-c2cn3ccccc3n2)cc1)c1ccc(Cl)cc1
→ -18	8	0	-1	0.6	7	-26	-6	5
O=C(NCCc1ccc(Cl)cc1)c1ccc(OCC2CCCO2)cc1 (stereo not given)
→ -7	10	-6	-1	5.7	5	3	-18	1
CCCc1cc(-c2n[nH]c(=S)n2C(C)c2ccccc2)cs1 (stereo not given)
→ -21	8	2	-9	4.4	4	6	-6	-4
Cc1cc(CNC(=O)c2ccc3oc(C(C)C)nc3c2)nn1C
→ 2	7	-10	-2	0.4	3	-2	-16	1
COc1ccc(Br)cc1CN(C)C(=O)Cc1ccc(OC)c(S(=O)(=O)N2CCOCC2)c1
→ -10	22	-8	-3	1.1	3	-5	-4	8
C(=N\N1CCN(C(c2ccccc2)c2ccccc2)CC1)/c1ccc2c(c1)OCO2
→ -6	8	-8	-8	-0.5	-1	17	24*	-15
CN1CCOc2c1cnn(CCO)c2=O
→ .	9	4	-7	0.3	1	1	-6	1
CCOC(=O)N1CCN(C(=O)c2cc(-c3ccc(OCC)cc3)nc3ccccc23)CC1
→ -21	9	35	3	4.3	28	16	-26	-7
Cc1[nH]c2ccccc2c1/C=C(\C#N)C(=O)NC(C)c1ccccc1 (stereo not given)
→ -5	9	2	2	2.3	22	-4	1	4
C[C@H]1CN([C@@H](C)CO)C(=O)CCCn2cc(nn2)CO[C@@H]1CN(C)C(=O)Nc1ccc(F)cc1
→ .	3	6	-2	0.3	0	-3	-5	2
CC(C)(C)C1CCC(=O)N2CCC[C@]2(c2ccccc2)C1 (stereo not given in full)
→ .	2	-2	.	-0.3	0	.	-5	.
Cc1ccc(-n2c(SCC(=O)Nc3ccc4cn[nH]c4c3)nnc2-c2ccco2)cc1
→ -11	-1	2	2	0.0	5	-9	-1	6
O=C(CNCc1ccc(Cl)cc1)Nc1cc(S(=O)(=O)N2CCCC2)ccc1Cl
→ .	12	-7	-3	3.8	6	-7	-21	2
COc1ccc(-n2c(C)n[nH]c2=O)cc1
→ -1	5	-4	0	0.1	12	-15	-6	12
O=C(CN1CCCCCC1)Nc1ccc(Br)cc1Br
→ -12	14	6	-6	0.0	-2	-2	-4	2
O=C(Cc1ccccc1)Nc1cccc(N2CCCC2)c1
→ -22	18	8	-14	0.3	7	-1	-20	-2
COc1ccc2nc(NC(=O)CSc3nnc(N)s3)sc2c1
→ -1	20	3	-3	0.4	1	0	-12	3
C/C(=N\NC(=O)c1ccc(Cn2cc(Br)cn2)o1)c1cccc(NC(=O)C(C)C)c1
→ -23	-3	0	3	-0.5	2	-14	-2	9
CC(/C=N/NC(=O)CNc1n[nH]c(=O)[nH]c1=O)c1ccccc1 (stereo not given)
→ -5	18	4	-3	0.2	0	-1	-8	3
COc1ccc(NC(=O)CN(C)C(=O)c2c(-c3c(F)cccc3Cl)noc2C)cc1
→ -11	9	-15	-1	5.9	5	-6	15	5
COc1ccc2c(c1)c(C(=O)CN1CCN(Cc3ccccc3)CC1)c(C)n2C
→ -29	-3	-11	-5	0.9	1	0	3	9

In a second layout: results already given
SMILES | CHO parental Ca | CHO-K1 Ca PAM | TAAR1 antag | CHRM1 agonist | M1 ag parental | TAAR1 ag | M1 antag | CHO-K1 Ca antag | M1 PAM
Cc1[nH]c2ccccc2c1/C=C(\C#N)C(=O)NC(C)c1ccccc1 (stereo not given) | -5 | 9 | 2 | 2 | 2.3 | 22 | -4 | 1 | 4
C[C@H]1CN([C@@H](C)CO)C(=O)CCCn2cc(nn2)CO[C@@H]1CN(C)C(=O)Nc1ccc(F)cc1 | . | 3 | 6 | -2 | 0.3 | 0 | -3 | -5 | 2
CC(C)(C)C1CCC(=O)N2CCC[C@]2(c2ccccc2)C1 (stereo not given in full) | . | 2 | -2 | . | -0.3 | 0 | . | -5 | .
Cc1ccc(-n2c(SCC(=O)Nc3ccc4cn[nH]c4c3)nnc2-c2ccco2)cc1 | -11 | -1 | 2 | 2 | 0.0 | 5 | -9 | -1 | 6
O=C(CNCc1ccc(Cl)cc1)Nc1cc(S(=O)(=O)N2CCCC2)ccc1Cl | . | 12 | -7 | -3 | 3.8 | 6 | -7 | -21 | 2
COc1ccc(-n2c(C)n[nH]c2=O)cc1 | -1 | 5 | -4 | 0 | 0.1 | 12 | -15 | -6 | 12
O=C(CN1CCCCCC1)Nc1ccc(Br)cc1Br | -12 | 14 | 6 | -6 | 0.0 | -2 | -2 | -4 | 2
O=C(Cc1ccccc1)Nc1cccc(N2CCCC2)c1 | -22 | 18 | 8 | -14 | 0.3 | 7 | -1 | -20 | -2
COc1ccc2nc(NC(=O)CSc3nnc(N)s3)sc2c1 | -1 | 20 | 3 | -3 | 0.4 | 1 | 0 | -12 | 3

Additional compounds follow.
Each structure is followed by: CHO parental Ca	CHO-K1 Ca PAM	TAAR1 antag	CHRM1 agonist	M1 ag parental	TAAR1 ag	M1 antag	CHO-K1 Ca antag	M1 PAM
CC1(C)Cc2ccccc2-c2nnc(C(F)(F)F)n21
→ -15	24	-5	-6	0.3	0	-6	-7	4
O=C(O)CNc1nc(-c2ccccc2)c2cc([N+](=O)[O-])ccc2n1
→ -7	4	2	-6	0.3	0	-4	5	7
CCOc1ccc(CN(C)C(=O)CNC(=O)Cc2cccc3ccccc23)cc1
→ -19	1	5	-3	2.0	-3	-9	-23	2
Cc1ccc(C(C(=O)NC2CCCC2)N(C(=O)c2csnn2)C2CC2)cc1 (stereo not given)
→ -16	22	21	-3	1.2	-2	-15	-11	16
CCCCNC(=S)NNC(=O)c1ccco1
→ -3	5	-2	1	-0.1	7	-3	19	9
O=C(CSc1oc(-c2ccco2)nc1S(=O)(=O)c1ccc(Cl)cc1)NCC1CCCO1 (stereo not given)
→ -11	13	-12	-5	1.1	14	2	-5	1
Cc1cc2ccccc2n1CCNC(=O)Cc1ccccc1
→ -5	22	12	-5	2.7	2	-1	2	2
COc1ccc(N2C(=O)CC2(C#N)c2ccc(OCc3ccccc3)cc2)cc1 (stereo not given)
→ 11	15	-9	0	0.0	0	-8	-19	5
CC1CC(C)CN(C(=O)Cn2nnc(-c3ccccc3)n2)C1 (stereo not given)
→ -7	16	8	-3	1.8	0	-9	-8	4
CC(C)[C@H](NC(=O)N1CCn2c1nc1ccccc12)C(=O)N[C@H](Cc1ccccc1)C(=O)O
→ -8	12	-12	0	-0.2	0	-10	0	14
COc1ccc(-c2noc(-c3cccc(Cl)c3)n2)cc1OC
→ -2	14	-5	-4	0.3	0	1	-9	8
Cn1c(=O)oc2cc(S(=O)(=O)Nc3ccc(O)cc3)ccc21
→ .	5	9	-5	0.8	4	-6	0	-2
Cc1noc(C)c1S(=O)(=O)N(C)C[C@H]1Oc2c(NC(=O)Nc3ccccc3)cccc2C(=O)N([C@H](C)CO)C[C@@H]1C
→ -22	5	9	-5	0.3	10	-1	-5	2
CCOCC(=O)Nc1cccc(SC)c1
→ -2	14	1	-4	0.2	2	-3	0	6
O=C(Nc1nnc(CSCc2ccc(F)cc2)s1)c1cccc([N+](=O)[O-])c1
→ -2	14	-12	-2	0.3	1	-6	-1	11
C[C@H](NC(=O)c1[nH]cnc1C(=O)Nc1ccon1)c1ccccc1
→ -12	19	-5	-3	1.2	9	5	-8	-2
CCN1CCN(C(=O)CN2C(=O)c3ccccc3S2(=O)=O)CC1
→ -4	0	-27	-3	1.6	1	-2	-2	6
Cc1ccc(C(=O)C2=C(O)C(=O)N(Cc3cccnc3)C2c2cccc([N+](=O)[O-])c2)o1 (stereo not given)
→ 6	8	7	-1	1.7	0	-13	-12	8
CCOC(=O)N1CCC(N2CC34C=CC(O3)C(C(=O)Nc3ccc(OCC)cc3)C4C2=O)CC1 (stereo not given)
→ 0	9	-26	-3	-0.2	2	-1	12	3
Cn1c(=O)c2[nH]c(=O)[nH]c2n(C)c1=O
→ .	5	6	-2	-0.1	2	-6	2	4
